# DNMT1 block: inhibitors of human DNMT1; inhibition (reported as % activation of signal), % at 10 µM; AID 588458; P26358; 360,000 compounds, 0.83% hits; DNMT1 molecular beacon, Hinp1I cleavage, fluorescence; in the data active = inhibition above about 50%
# Scp1 inh: inhibitors of human Scp-1 phosphatase. Q9GZU7. Recombinant Scp1, phosphopeptide, malachite green phosphate absorbance. inhibition, % at 20 µM. 340,000 compounds, 0.88% hits. AID 493091;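 active = inhibition above about 50% at 20 µM, limit read from the data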;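 also: plate controls were DMSO wells with enzyme for no effect and wells lacking enzyme for full effect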
# Target sequence (Q9GZU7 76-261 limits assumed): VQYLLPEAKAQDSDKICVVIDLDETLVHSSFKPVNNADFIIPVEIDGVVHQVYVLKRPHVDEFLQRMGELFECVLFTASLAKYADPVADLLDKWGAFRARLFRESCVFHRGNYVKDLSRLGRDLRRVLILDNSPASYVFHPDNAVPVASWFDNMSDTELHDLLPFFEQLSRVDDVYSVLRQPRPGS
#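 Test system – truncated SCP-1 phosphatase (76-261aa) · Reagent – Phosphorylated 17-residue peptide substrate · Incubation – 45 min room-temperature reaction, 5 min colour, 30 min stabiliser · Detection – colorimetric phosphate reagent with accelerator and stabiliser, absorbance at 630 nm · Measure – % inhibition at 20 µM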
# NadD block: inhibitors of Staphylococcus aureus NadD; purified NadD enzyme, colorimetric absorbance read-out; inhibition, % at 20 µM; 360,000 compounds, 0.78% hits; AID 602399; in the data active = inhibition above about 26%; also: some compounds past the cut are filed as inactive
# SUMO1 PPI mod: SUMO1-SIM interaction modulation. SUMO1 binding to a labelled peptide, TR-FRET, 1 h. AID 602429. inhibition, % at 20 µM. 360,000 compounds, 0.33% hits; in the data active = inhibition above about 37%
# Target sequence (P63165 whole entry, looked up): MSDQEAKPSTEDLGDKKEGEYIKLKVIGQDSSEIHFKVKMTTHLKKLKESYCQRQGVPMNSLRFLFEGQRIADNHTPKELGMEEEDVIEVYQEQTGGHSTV
# STEP inh: inhibitors of human striatal-enriched phosphatase STEP | P54829 | recombinant STEP, OMFP fluorogenic substrate, fluorescence | inhibition, % at 20 µM | 360,000 compounds, 0.25% hits | AID 588621;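 active = inhibition at 20 µM, scaled per plate between control wells, above about 37%, limit read from the data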;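 also: 0% = DMSO with enzyme and substrate and 100% = substrate only without enzyme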
# Target sequence (P54829 whole entry, looked up): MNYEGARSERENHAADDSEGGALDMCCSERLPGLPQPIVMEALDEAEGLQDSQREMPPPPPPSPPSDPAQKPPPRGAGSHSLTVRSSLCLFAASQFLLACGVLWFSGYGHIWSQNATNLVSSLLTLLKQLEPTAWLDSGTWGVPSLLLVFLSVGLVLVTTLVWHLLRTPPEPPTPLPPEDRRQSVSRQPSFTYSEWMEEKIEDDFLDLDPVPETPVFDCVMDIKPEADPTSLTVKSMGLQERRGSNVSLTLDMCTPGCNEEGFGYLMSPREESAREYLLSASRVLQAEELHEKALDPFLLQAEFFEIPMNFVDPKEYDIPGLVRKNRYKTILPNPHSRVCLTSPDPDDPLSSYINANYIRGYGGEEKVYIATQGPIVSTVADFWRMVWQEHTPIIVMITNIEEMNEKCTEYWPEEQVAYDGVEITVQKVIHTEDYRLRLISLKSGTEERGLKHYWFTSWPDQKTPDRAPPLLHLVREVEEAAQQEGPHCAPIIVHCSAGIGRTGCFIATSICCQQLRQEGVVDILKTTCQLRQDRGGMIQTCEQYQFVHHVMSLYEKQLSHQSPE
#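 Material: STEP (striatal-enriched tyrosine phosphatase) enzyme, cell-free; Compound dosing: 20 µM single dose in 1% DMSO; Technique: fluorescence read at 480 nm ex / 540 nm em; Times: reaction 20 min, ambient temperature; Medium: 50 mM Bis-Tris pH 6.0 with 2.5 mM DTT and 0.005% Tween 20; Also added: OMFP at 25 µM.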
# CSN inh: blocks human CSN-mediated cullin deneddylation. inhibition, % at 12.5 µM. 360,000 compounds, 0.38% hits. AID 651999. Q92905. Purified CSN, SCF-Nedd8-OG deneddylation, fluorescence polarization;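 active = pattern-corrected inhibition above about 35%, with an unprinted fluorescence ratio check between 0.5 and 1.5, limit read from the data, passing the limit was not always enough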;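 also: 0% = enzyme with substrate and 100% = substrate without enzyme; some results filed as inactive read as strong as hits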
#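 Assay system: HEK293T-derived human Csn5 enzyme; quantity: 0.24 nM enzyme; medium: Tris/NaCl/DTT buffer, pH 7.5; also added: substrate SCFSkp2-Nedd8OG, 10 nM; doses: 12.5 µM compound; schedule: 90 min reaction at room temperature; signal: FP; read-out: % inhibition of substrate cleavage by Csn5; benchmarks: substrate-only high control, full reaction low control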
# Rpn11 block: blocks the human proteasome subunit Rpn11 | O00487 | human 26S proteasome, Ub4-pepOG fluorescence polarization; 20S core pre-blocked with epoxomicin | 360,000 compounds, 0.59% hits | calls only at 20 µM;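 active = inhibition at 20 µM, scaled to each plate's controls, above about 33%, limit read from the data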
# TbMetRS inhib: blocks T. brucei methionyl-tRNA synthetase activity; purified T. brucei MetRS, ATP depletion, Kinase-Glo luminescence; 360,000 compounds, 0.4% hits; inhibition, % at 11.9 µM;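 active = inhibition above a per-plate cutoff of the control wells' mean inhibition plus 3 SD, cut at about 5.5% in these data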;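 also: 0% = DMSO wells median and 100% = median of wells with control inhibitor compound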
#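 System: purified T. brucei MetRS enzyme / Detection: Kinase-Glo luciferase luminescence reporting remaining unconsumed ATP / Medium: HEPES buffer with MgCl2, KCl, DTT, spermine, BSA, pyrophosphatase / Replication: singlicate, one well per compound / Evaluation: percent inhibition relative to median high and low control wells / Schedule: 2 h aminoacylation at 25 °C after 15 min preincubation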
# PABP1 MLLE inh: inhibitors of microRNA-mediated deadenylation, human PABP1 MLLE binding. AID 588489. GST-MLLE / FITC-PAM2 fluorescence polarization. 360,000 compounds, 0.36% hits. inhibition, % at 20 µM; in the data active = inhibition above about 35%, passing the limit was not always enough;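 also: plate controls were DMSO wells with GST-MLLE for no effect and wells lacking GST-MLLE protein for full effect; some results filed as inactive read as strong as hits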
# LMPTP block: LMPTP (human) inhibition; P24666; recombinant LMPTP-A, OMFP fluorogenic substrate, fluorescence intensity; inhibition, % at 20 µM; 360,000 compounds, 0.22% hits; AID 651560;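 active = compounds that cut the enzyme signal by at least half of the control window in the single-dose screen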;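 also: plate controls were DMSO wells with enzyme plus substrate for no effect and substrate without enzyme for full effect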
# Target sequence (P24666 whole entry, looked up): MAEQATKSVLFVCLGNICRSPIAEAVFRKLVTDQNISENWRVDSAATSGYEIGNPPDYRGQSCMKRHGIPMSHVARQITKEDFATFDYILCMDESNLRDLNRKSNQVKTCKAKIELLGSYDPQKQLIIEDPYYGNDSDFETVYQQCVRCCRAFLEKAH
#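 Test system – LMPTP-A enzyme · Amount – LMPTP-A at 0.625 nM final in the reaction · Buffer or medium – Bis-Tris pH 6.0, DTT, detergent · Reagent – OMFP 400 µM · Doses – single 20 µM dose · Schedule – reaction 50 min, room temperature, dark · Detection – fluorescence intensity of OMFP turnover product · Evaluation – percent inhibition versus substrate-only and uninhibited controls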
# * marks the source's active call; other numbers are inactive results; i = inactive; nt = not tested or not shown. Rows are unselected. Share with any hit: about 3.6%.
SUMO1 PPI mod	Rpn11 block	STEP inh	NadD block	DNMT1 block	CSN inh	TbMetRS inhib	Scp1 inh	PABP1 MLLE inh	LMPTP block	structure
0	i	-1	-5	2	8	-0.8	-8	-2	-1.3	CN(CCOC(=O)C1c2ccccc2Oc2ccccc21)C(C)(C)C
4	i	0	39*	49	-3	-0.1	-1	-31	1.2	O=C(c1ccc2c(c1)[nH]c(=S)n1c3ccccc3nc21)N1CCN(c2cccc(Cl)c2)CC1
-1	i	-2	-2	5	6	-0.1	-4	30	-1.0	CC1CCCC(C(=O)O)N1C(=O)CCS (stereo not drawn)
-3	i	-2	3	0	-1	0.6	-7	8	-0.7	CC1=C(C(=O)NC2CCCc3c2cnn3-c2cc(F)cc(F)c2)OCCO1 (stereo not drawn)
0	i	-1	-7	-4	-3	-0.5	-7	-5	-0.1	Cc1ccccc1-n1c(O)c(C=NC2CCS(=O)(=O)C2)c2ccccc2c1=O (stereo not drawn)
0	i	-3	-7	2	-10	0.1	-3	6	-0.7	O=C(Nc1ccc2c(c1)CCC2)c1cccs1
17	i	-2	-5	1	-1	-0.3	-6	-8	3.5	CCC1CCCCN1CCCNC(=O)c1cc2c(=O)[nH]c3ccccc3c2n1C (stereo not drawn)
-2	i	-1	-2	4	5	0.5	1	-12	-1.8	CC(=O)Nc1ccc(S(=O)(=O)N2CCN(S(=O)(=O)N3CCOCC3)CC2)cc1
20	i	3	6	2	-11	0.2	-8	49*	-1.4	CCOC(=O)c1c(N2C(=O)CC(Sc3ccccc3C(=O)O)C2=O)sc2c1CCCC2 (stereo not drawn)
0	i	0	3	-4	23	1.7	-2	10	-0.4	CN(Cc1ccccc1)C(=O)c1[nH]cnc1C(=O)NCc1ccccc1
7	i	1	-14	2	1	-0.7	-12	10	-0.2	O=C(O)c1ccc(NC(=O)c2cccc(NC(=O)c3cccs3)c2)cc1
0	i	-4	-8	3	-2	-0.2	nt	-9	-1.2	Cc1ccc(CN2CCC(C)(Oc3cccc(Cl)c3)C2)cc1 (stereo not drawn)
10	i	1	-1	2	-4	0.2	7	-2	-2.4	CC(Sc1nc(N2CCCCC2)c2c(c1C#N)CCCC2)C(=O)O (stereo not drawn)
-2	i	-3	-2	-5	0	-0.2	nt	-20	1.9	COc1cccc(OCC(=O)NCCS(=O)(=O)N2CCN(c3ccccc3)CC2)c1
0	i	-3	0	1	-11	0.4	-4	4	-2.3	COc1ccccc1N(CC(=O)NC(C)C)S(=O)(=O)c1cccs1
0	i	-1	-10	-3	2	-0.3	-2	7	-0.8	Cc1ccccc1C(=O)NCc1ccncc1
-2	i	-2	-8	0	0	-0.5	-1	3	-0.9	Cc1sc2ncn(CC(=O)N3CCN(c4ccc(F)cc4)CC3)c(=O)c2c1S(=O)(=O)N1CCOCC1
1	i	-1	10	-2	-1	-1.0	-5	17	2.7	CC(=O)NS(=O)(=O)c1ccc(NC(=S)NC(=O)C(C)C)cc1
-3	i	-2	-2	3	0	0.3	-7	3	0.0	O=C(COc1ccc(S(=O)(=O)Nc2ccccc2)cc1)NCc1cccnc1
3	i	-1	3	7	-1	-1.9	13	7	0.3	Cc1cc(NC(=O)c2ccc3nc(C)sc3c2)no1
-1	i	0	-8	-1	2	0.2	-4	16	-4.5	COc1ccc(CN(CCN(C)C)Cc2ccccc2)c(OC)c1
-2	i	-1	0	1	0	0.3	-7	4	-1.0	COc1ccccc1C(=O)N/C(=C\c1ccc(Br)cc1)C(=O)NCCC(=O)O
0	i	0	4	0	-5	-1.1	-8	0	-2.9	CCOC(=O)N1CCN(CC(c2ccccc2)c2ccccc2)CC1
3	i	6	-4	1	-4	-0.4	0	6	2.5	Clc1ccccc1-c1nnc2sc(CCc3ccccc3)nn12
-11	i	1	4	11	-1	-1.2	-1	17	-0.4	O=C(Cn1ncc(N2CCCC2)c(Cl)c1=O)c1ccc(Cl)cc1
-5	i	5	4	-1	-2	0.0	nt	5	-6.2	CCc1nc2ccc(C(=O)NCCCn3ccnc3)cn2c1N(CC)C(=O)NCCc1ccccc1
-7	i	-2	-1	-7	2	-0.3	-1	0	0.6	Fc1ccccc1C1c2[nH]c3ccccc3c2CCN1CCCn1cccn1 (stereo not drawn)
2	i	0	-3	1	-1	0.5	-1	3	-1.0	COc1cccc(C(=O)Nc2nnc(Cc3ccc(OC)c(OC)c3)s2)c1
-8	i	0	0	4	2	0.1	-7	7	-0.7	COc1ccc(-c2cc(-c3ccccc3)nc3ncnn23)cc1
-7	i	0	-5	7	-1	-1.1	3	4	0.6	Cc1ccc(S(=O)(=O)N2CCC(C(=O)N/N=C/c3ccncc3)CC2)cc1
3	i	2	2	0	1	1.3	-3	28	0.7	Cc1ccc(NC(=S)Nc2cccc(-c3n[nH]c(=S)o3)c2)cc1
2	i	-2	-4	4	-6	-0.5	-9	17	2.4	O=C(Oc1ccc(OC(=O)c2ccco2)c(S(=O)(=O)c2ccc(Cl)cc2)c1)c1ccco1
-4	i	-2	0	0	2	0.7	-2	0	-1.1	Cc1ccc(S(=O)(=O)NCC(=O)NCC(=O)N2CCN(c3ncccn3)CC2)cc1C
-1	i	-2	2	2	-1	-0.6	-5	-4	-1.6	O=C(COC(=O)c1nc(Cl)ccc1Cl)NCc1ccccc1
-1	i	-2	-2	1	3	-0.2	-9	5	-1.1	COc1ccc(C(=O)OCN2C(=O)c3ccccc3C2=O)cc1
0	i	-3	4	2	0	-0.4	7	2	-1.0	COc1cc2cc(c1Cl)N(C)C(=O)CC(OC(=O)C(C)N(C)C(C)=O)C1(C)OC1C(C)C1CC(O)(NC(=O)O1)C(OC)C=CC=C(C)C2 (stereo not drawn)
-37	i	-2	8	2	5	-0.4	8	-13	2.4	NC(=O)CC(NC(=O)Cc1cccc2ccccc12)c1ccc(NCCCN2CCCC2=O)c([N+](=O)[O-])c1 (stereo not drawn)
2	i	2	-4	13	0	0.1	nt	0	-2.4	C=CCNC(=O)CN1C(=O)CSc2ccc(S(=O)(=O)N3CCOCC3)cc21
10	i	1	-3	-1	7	2.8	8	2	1.4	Cc1onc(-c2ccccc2)c1-c1nc2cc(Cl)ccc2c(=O)o1
-3	i	0	5	13	1	-0.1	-2	0	0.9	Cc1ccc(NC(=O)Cn2c(O)c(N=NC(N)=S)c3ccccc32)cc1

# Compound profiles (already shown):
# Shown for `Cc1onc(-c2ccccc2)c1-c1nc2cc(Cl)ccc2c(=O)o1` = SUMO1 PPI mod: 10; Rpn11 block: i; STEP inh: 1; NadD block: -3; DNMT1 block: -1; CSN inh: 7; TbMetRS inhib: 2.8; Scp1 inh: 8; PABP1 MLLE inh: 2; LMPTP block: 1.4
# Shown for `Cc1ccc(S(=O)(=O)NCC(=O)NCC(=O)N2CCN(c3ncccn3)CC2)cc1C` = SUMO1 PPI mod: -4; Rpn11 block: i; STEP inh: -2; NadD block: 0; DNMT1 block: 0; CSN inh: 2; TbMetRS inhib: 0.7; Scp1 inh: -2; PABP1 MLLE inh: 0; LMPTP block: -1.1

# The listing continues.
SUMO1 PPI mod	Rpn11 block	STEP inh	NadD block	DNMT1 block	CSN inh	TbMetRS inhib	Scp1 inh	PABP1 MLLE inh	LMPTP block	structure
-5	nt	nt	nt	nt	-9	-0.5	nt	nt	-2.4	CC1(C(=O)NCc2ccccc2)CN(S(C)(=O)=O)CC(=O)N1CCCn1ccnc1 (stereo not drawn)
-1	i	-2	-1	7	4	-1.4	14	-1	-0.3	O=C(O)/C=C/C(=O)N1CCN(S(=O)(=O)c2cc(C(F)(F)F)ccc2Cl)CC1
0	i	0	-6	0	-19	-0.9	-5	30	-0.9	Cc1ccc(C(=O)NC(=S)NCCN2CCOCC2)cc1
-22	i	1	-4	8	-2	0.3	8	-6	0.2	CC[C@@H](C)[C@@H]1CN([C@@H](CN2CCC[C@H]2CN2C(N)=NC[C@H]2CC(C)C)C(C)C)C(=N)N1CCCC1CCCC1
-5	i	2	-1	-11	0	-0.8	-2	0	-1.1	O=C(CCCc1nc(-c2ccccc2Cl)no1)N1CCOCC1
-2	i	4	-6	-1	2	-0.3	-2	31	2.1	CC(C)C(=O)Nc1cccc(NC(=S)NC(=O)c2ccc3c(c2)OCO3)c1
9	i	0	6	0	2	-0.5	-5	11	-0.2	COc1ccccc1NC(=S)NNC(=O)c1c(Cl)c(C)nn1C
-2	i	-4	0	-4	7	-0.3	-9	-108	0.0	O=C1CCN(C(=S)NCc2ccccc2)CC1

# Another view of three compounds above:
Molecule | SUMO1 PPI mod | Rpn11 block | STEP inh | NadD block | DNMT1 block | CSN inh | TbMetRS inhib | Scp1 inh | PABP1 MLLE inh | LMPTP block
CC[C@@H](C)[C@@H]1CN([C@@H](CN2CCC[C@H]2CN2C(N)=NC[C@H]2CC(C)C)C(C)C)C(=N)N1CCCC1CCCC1 | -22 | i | 1 | -4 | 8 | -2 | 0.3 | 8 | -6 | 0.2
COc1ccccc1NC(=S)NNC(=O)c1c(Cl)c(C)nn1C | 9 | i | 0 | 6 | 0 | 2 | -0.5 | -5 | 11 | -0.2
O=C(O)/C=C/C(=O)N1CCN(S(=O)(=O)c2cc(C(F)(F)F)ccc2Cl)CC1 | -1 | i | -2 | -1 | 7 | 4 | -1.4 | 14 | -1 | -0.3

# Assay outcomes from PubChem BioAssay.
